D2 agonist: HTS Assay for Allosteric Agonists of the Human D2 Dopamine Receptor: Primary Screen for Agonists; D(2) dopamine receptor (Homo sapiens), P14416; HEK293 T-REx D2 cells, calcium flux agonist mode; activation, % at 2 µM; 0.53% of 340,000 active; AID 485358, 2010;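 active = activation over 3 SD above normal in the single-dose calcium agonist read, cut at about 30% in these data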; note: 0% is about no effect
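Agonism is scored from calcium flux in a force-coupled, inducible HEK293 cell line expressing D2, read kinetically for 180 s after compound addition against dopamine controls.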
Pin1 inh: qHTS Assay to Find Inhibitors of Pin1 | Pin1 FP peptide displacement, HiFluor488, 10 min | Potency, µM (series often up to 115 µM), for the others: at the highest dose activity, negative = inhibition, most hits filed as inhibitors | 0.009% of 390,000 active; active = well fitted inhibition curve with a large enough effect in the polarisation, with a control signal flat, not every such curve was filed as active; inconclusive = small, poorly fitted or top-dose-only effect, or effect the other way, or a change in a side signal; inactive = no such curve, though single readings can be large or run the other way; the % refers to the polarisation; note: potency is the fitted concentration of half-maximal effect; % is set by controls: 0 for no effect and ±100 for the full control effect
Target sequence (Q13526 whole entry, looked up): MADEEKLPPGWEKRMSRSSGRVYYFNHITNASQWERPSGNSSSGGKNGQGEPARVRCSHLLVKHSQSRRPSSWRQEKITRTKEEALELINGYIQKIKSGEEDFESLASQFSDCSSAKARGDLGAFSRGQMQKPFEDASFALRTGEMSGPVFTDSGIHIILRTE
D2 antag: HTS Assay for Allosteric Antagonists of the Human D2 Dopamine Receptor: Primary Screen for Antagonists | 2% of 340,000 active | HEK293 TREx D2 cells, calcium flux, dopamine EC80 | D(2) dopamine receptor (Homo sapiens), P14416 | AID 485344, 2010 | inhibition, % at 10 µM; in the data active = inhibition above about 30%; note: 0% is about no effect
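In this primary screen, negative modulation is detected by tracking calcium flux after an EC80 dopamine challenge in inducible HEK293 T-REx D2 cells preexposed to test compound for 180 s.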
USP1 inh: Inhibitors of USP1/UAF1: Primary Screen; 0.23% of 390,000 active; recombinant USP1/UAF1, Ub-Rhodamine cleavage fluorescence; Ubiquitin carboxyl-terminal hydrolase 1 (Homo sapiens), O94782; Potency, µM (doses to about 57.1 µM), for inactives: at the highest dose activity change, negative = inhibition, hits mostly inhibitors; note: potency is the fitted concentration of half-maximal effect; % is set by controls: 0 for no effect and ±100 for the full control effect; nearly all actives have a fitted effect of over 60% in size; inactives centre near -12
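1 nM enzyme complex + cpd, 15 min RT; start with Ub-Rho 150nM final; kinetic fluorescence ex 480/em 540, 6 reads q60 s. Buffer 50mM HEPES pH 7.8, 0.5mM EDTA, 0.1 mg/ml BSA, 1mM TCEP, 0.01% Tween-20.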
TRHR ag: qHTS for Small Molecule Agonists and Allosteric Enhancers of Human TRH Receptor: Primary Screen for Agonists | Thyrotropin-releasing hormone receptor (Homo sapiens), P34981 | 0.18% of 360,000 active | activation, % at 2 µM | TRHR cells, calcium flux fluo-8, FDSS agonist mode; in the data active = activation above about 30%; note: 0% is about no effect
Target sequence (P34981 whole entry, looked up): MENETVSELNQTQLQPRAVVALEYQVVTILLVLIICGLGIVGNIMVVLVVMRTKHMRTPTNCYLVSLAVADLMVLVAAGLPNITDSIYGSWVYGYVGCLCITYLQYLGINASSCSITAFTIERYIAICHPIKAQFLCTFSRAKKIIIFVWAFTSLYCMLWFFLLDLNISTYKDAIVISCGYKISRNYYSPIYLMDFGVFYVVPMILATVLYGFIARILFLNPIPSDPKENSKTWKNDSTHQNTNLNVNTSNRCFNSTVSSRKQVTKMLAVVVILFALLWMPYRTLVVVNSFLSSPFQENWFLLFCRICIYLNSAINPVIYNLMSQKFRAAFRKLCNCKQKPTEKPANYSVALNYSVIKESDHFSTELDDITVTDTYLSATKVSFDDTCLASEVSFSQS
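In this calcium-flux screen, cells bearing human TRHR are dye-loaded with fluo-8, baselined for 10 cycles, then exposed to library compounds; positive kinetic calcium responses during the agonist phase mark hits, with TRH as control.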
TrxR1 substrate: qHTS Assay for Substrates of Mammalian Selenoprotein Thioredoxin Reductase 1 (TrxR1): qHTS; 0.01% of 390,000 active; Potency, µM (series often up to 114 µM), for the others: top-dose activity change, negative = substrate turnover; purified TrxR1 substrate turnover, NADPH consumption readout; note: potency is the fitted concentration of half-maximal effect; % is set by controls: 0 for no effect and ±100 for the full control effect; nearly all actives have a fitted effect of over 50% in size
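Rat TrxR1, dispensed at 90 nM, was prereduced with 400 uM NADPH (final) for 5 min at ~22 deg C, then incubated with compound 15 min before 400 uM selenite. A first-read NADPH fluorescence drop versus no-compound background flagged substrates.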
TRHR enhancer: qHTS for Small Molecule Agonists and Allosteric Enhancers of Human TRH Receptor: Primary Screen for Enhancers. enhancement, % at 2 µM. AID 493056, 2011. Thyrotropin-releasing hormone receptor (Homo sapiens), P34981. TRHR cells, fluo-8 calcium fluorescence, EC20 TRH enhancement. 0.66% of 360,000 active; in the data active = enhancement above about 30%; note: 0% is about no effect
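TRHR-expressing cells loaded with fluo-8 calcium dye were read kinetically (ex 480/em 530) during compound addition, then stimulated with an EC20 of TRH (10 nM final). Enhancement of the Gq-mediated intracellular calcium response was scored.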
rTrxR1 inhibitor: qHTS Assay for Inhibitors of Mammalian Selenoprotein Thioredoxin Reductase 1 (TrxR1): qHTS; recombinant rTrxR1, NADPH fluorescence consumption, selenite substrate; Potency, µM (top dose mostly 114 µM), for the others: at the top dose activity change, negative = inhibition, most hits filed as inhibitors; 1% of 390,000 active; AID 588453, 2011; note: potency is the fitted concentration of half-maximal effect; % is set by controls: 0 for no effect and ±100 for the full control effect; nearly all actives have a fitted effect of over 65% in size
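Rat TrxR1 (90 nM in the dispensed reagent) was pre-reduced with 400 uM NADPH for 5 min at room temperature, then incubated with compound for 15 min. After 400 uM selenite was added, NADPH fluorescence (Ex 340/Em 450 nm) was followed for 8 min.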
IDH1 R132H inh: qHTS for Inhibitors of mutant isocitrate dehydrogenase 1 (IDH1): qHTS; IDH1-R132H enzyme, NADPH consumption, diaphorase/resazurin fluorescence; Potency, µM (highest dose often 76.6 µM), without a hit: top-dose activity change, negative = inhibition, most hits filed as inhibitors; 0.093% of 390,000 active; Isocitrate dehydrogenase [NADP] cytoplasmic (Homo sapiens), O75874; note: potency is the fitted concentration of half-maximal effect; % is set by controls: 0 for no effect and ±100 for the full control effect; nearly all actives have a fitted effect of over 65% in size
Target sequence (O75874 whole entry R132H, stated change not applied): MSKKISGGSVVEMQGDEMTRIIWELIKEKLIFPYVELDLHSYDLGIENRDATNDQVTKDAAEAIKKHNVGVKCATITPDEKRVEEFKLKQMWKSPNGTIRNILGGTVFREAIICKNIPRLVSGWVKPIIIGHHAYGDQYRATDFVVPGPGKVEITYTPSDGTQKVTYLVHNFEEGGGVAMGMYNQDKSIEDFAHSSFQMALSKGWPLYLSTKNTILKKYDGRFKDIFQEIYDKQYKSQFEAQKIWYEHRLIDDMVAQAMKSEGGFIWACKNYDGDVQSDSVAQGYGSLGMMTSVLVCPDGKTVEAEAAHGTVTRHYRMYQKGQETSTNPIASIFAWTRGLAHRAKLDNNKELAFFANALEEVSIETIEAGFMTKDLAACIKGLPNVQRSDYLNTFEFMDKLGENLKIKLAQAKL
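IDH1-R132H (0.5 ug/mL) preincubated 30 min with compound, then NADPH (0.016 mM) and alpha-KG (2 mM) added; 80 min at RT, pH 7.5. Remaining NADPH coupled via diaphorase/resazurin to fluorescence (540/590 nm); concentration-response curves normalized to no-enzyme control.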
An asterisk follows results filed as active; u = inconclusive; x = not tested or not shown; [ ] = another dose, or the depositor's remark. Unless noted, calls come from the whole dose curve; as a rule, active = well fitted inhibition curve with a large enough effect; inconclusive = small, poorly fitted or top-dose-only effect; inactive = no such curve, though single readings can be large or run the other way.

SMILES | D2 agonist | Pin1 inh | D2 antag | USP1 inh | TRHR ag | TrxR1 substrate | TRHR enhancer | rTrxR1 inhibitor | IDH1 R132H inh
CCOc1ccc(OCC(O)CN2CCc3ccccc3C2)cc1 (stereo not given) | 3.1 | -6% | 50* | -7% | -0.4 | 1% | -2 | 10% | 1%
CCOC(=O)CNC(=O)c1cc(-c2ccccn2)nc2c(C)c(Cl)ccc12 | 0.2 | 14% | 0 | -5% | 0.4 | 2%[57.1 µM] | -5 | 21%[57.1 µM] | 0%
CN(C)c1nc(-c2ccccc2)nnc1C(F)(F)F | -0.2 | 7% | 15 | -21% | -0.5 | 6%[57.1 µM] | -4 | 11% | 3%
COCc1c(C(=O)OC)nnn1-c1ccccc1 | 1.3 | -4% | 4 | -8% | 0.3 | 3% | -5 | 18% | 3%
COc1ccc(S(=O)(=O)N(C)C[C@H]2Oc3ccc(NS(=O)(=O)c4cccs4)cc3CC(=O)N([C@H](C)CO)C[C@H]2C)cc1 | x | 4% | x | -26% | x | 3% | x | -3% | 13%
O=C(Nc1ccc(S(=O)(=O)Nc2nccs2)cc1)c1cc(-c2ccccc2)nc2ccccc12 | -1.3 | 14% | 12 | -19% | 0.3 | 4%[57.1 µM] | -2 | -3%[57.1 µM] | -1%
O=C(CCN1CCN(CCO)CC1)Nc1ccc(F)c(F)c1 | 1.1 | 6% | -7 | -11% | 0.1 | -2% | 2 | -12% | 8%
C/C(=N\NC(=S)NCc1ccccc1)c1ccc(Cl)s1 | 0.3 | 2% | 10 | -18% | 0.8 | -17%[57.1 µM] | 9 | 21%[57.1 µM] | 8%
O=C(Cc1ccccc1)c1c[nH]c(C(=O)NCc2ccncc2)c1 | x | -16% | x | -10% | -0.1 | 15%[57.1 µM] | 1 | 23%[57.1 µM] | -2%
CN(CC(=O)Nc1c(Cl)cccc1Cl)C(=O)C1CC(=O)N(Cc2ccccc2)C1 (stereo not given) | -0.2 | 12% | -57 | -8% | 0.3 | 2% | -6 | 9% | -4%
CCN(CC)CC(C)(C)C(=O)/C=C/c1ccc(/C=C/C(=O)C(C)(C)CN(CC)CC)cc1 | x | -4% | x | u | x | -11% | x | 2µM* | 1%
Nc1ccn([C@@H]2O[C@H](CO)[C@@H](O)C2O)c(=O)n1 (stereo not given in full) | -1.0 | 5% | 11 | u | 0.4 | 13%[57.1 µM] | -1 | 24%[57.1 µM] | 9%
CC(C)NC(=O)c1nc2c(nnn2Cc2cccc(Cl)c2)c(=O)[nH]1 | -1.2 | 0% | -12 | 0% | -0.5 | -5%[11.4 µM] | 6 | 24% | -6%
Cc1c(C(=N)C(C#N)C#N)c(=N)oc2c1ccc1ccccc12 | -0.3 | u | 4 | -27% | 0.2 | 3%[57.1 µM] | 3 | 4%[57.1 µM] | -6%
CCS(=O)(=O)N1Cc2ccccc2CC1C(=O)Nc1nnc(SCc2ccc(C#N)cc2)s1 (stereo not given) | 0.4 | 30%[activator] | 3 | -6% | -0.1 | -10% | 11 | -14% | 1%
CCNc1ccc(P(=O)(c2ccccc2)c2ccccc2)cc1 | 0.2 | 2% | 0 | 0% | -0.4 | 1%[57.1 µM] | -3 | 12%[57.1 µM] | 4%
CCC(CC)c1nn2c(=O)cc(COc3ccc(NC(=O)c4cccc(Cl)c4)cc3)nc2s1 | 0.5 | 2% | x | -6% | 0.9 | -9% | -4 | -8% | 7%
O=C(NC1(Cc2ccc(O)cc2)CCCCC1)c1ccccc1 | 0.6 | 8% | -1 | 0% | 0.2 | -6% | 3 | 5% | 0%
CCOC(=O)c1c(C)[nH]c(C(=O)COC(=O)c2cnc(C)cn2)c1C | -0.4 | 0% | -17 | -4% | 0.3 | 1% | 11 | 3% | -2%
CCC[C@H]1COCCS(=O)(=O)N1Cc1ccc(Br)cc1 | 0.0 | x | -6 | x | -0.8 | -6% | -6 | 0% | x
Nc1nc(SCC(=O)NCCc2ccccc2)[nH]c(=O)c1-c1ccccc1 | 0.2 | x | -14 | x | 0.3 | x | 3 | x | x
CCO[C@@H]1OC(C(=O)NC2CC2)=C[C@H](c2ccccc2)[C@H]1CCCO | 0.2 | -8% | 15 | u | -0.2 | -6%[57.1 µM] | 6 | -1%[57.1 µM] | -11%
COc1ccccc1NC(=O)C1CCCN1C(=O)NC1CCCCC1 (stereo not given) | -0.9 | -3% | 3 | -22% | 0.3 | 2% | -1 | 15% | 6%
CCC(=Nc1ccc(N)cc1)C1=C(O)C(C(=O)OC)C(C)(C)CC1=O (stereo not given) | 0.2 | -22% | -6 | u | 0.6 | 8%[57.1 µM] | 4 | u | 11%
COc1ccc(-c2noc(N3CCC(C(=O)Nc4cccc(OC)c4)CC3)n2)cc1 | -0.1 | 0% | -12 | -24% | -0.2 | 10%[57.1 µM] | 1 | 12%[57.1 µM] | 2%

Later entries
SMILES | D2 agonist | Pin1 inh | D2 antag | USP1 inh | TRHR ag | TrxR1 substrate | TRHR enhancer | rTrxR1 inhibitor | IDH1 R132H inh
CCc1cccc(C)c1NC(=S)NCC(c1cccnc1)N1CCOCC1 (stereo not given) | 1.3 | -3% | 14 | -19% | 0.5 | -11% | -7 | -22% | -2%
CC1CCc2nc3ncn(Cc4cccc(F)c4)c(=O)c3cc2C1 (stereo not given) | -0.2 | -6% | x | -3% | 0.1 | 3%[57.1 µM] | -2 | 19%[57.1 µM] | 10%
CCNC(=O)C(Cc1ccccc1)NC(=O)OCc1ccccc1 (stereo not given) | 0.5 | 1% | 5 | -11% | 0.4 | 3%[57.1 µM] | 3 | 9%[57.1 µM] | -1%
O=[N+]([O-])c1cccc(-c2noc(COc3ccccc3)n2)c1 | -0.3 | -2% | 1 | -16% | 0.4 | -9%[57.1 µM] | -5 | -13%[57.1 µM] | -3%
O=C(N/C(=C/c1ccco1)C(=O)N1CCOCC1)c1cccs1 | 1.4 | -11% | -6 | -1% | 0.5 | -12% | 14 | -12% | 0%
O=C(NCCN1C(=O)S/C(=C/c2cccnc2)C1=O)c1cccs1 | 0.3 | -1% | 1 | -21% | 0.2 | 3% | 1 | 5% | 2%
O=C(Cn1ccc(=O)[nH]c1=O)NCCO | 2.2 | 2% | -2 | -16% | 0.5 | 0%[57.1 µM] | -11 | 27%[57.1 µM] | 4%
CCC(=O)Nc1sc2c(c1C(=O)Nc1cccc(C)c1)CCCC2 | 0.8 | 13% | x | -26% | -0.2 | 0%[57.1 µM] | -1 | 7%[57.1 µM] | 9%
CCc1c(O)cc(=O)n(-c2ccccc2)c1-c1ccccc1 | -0.3 | 8% | -13 | -8% | -0.3 | -2% | 1 | -10% | 1%
CN(C)c1ccc(N=Cc2cccn2C)cc1 | -0.1 | -9% | -23 | -20% | 0.1 | -6% | 12 | u | 23%
CS(=O)(=O)C1=NSC2=NC(=O)/C(=C\c3ccc(-c4ccccc4)o3)C(=N)N21 | 0.0 | x | -1 | x | 1.3 | x | -1 | x | x
Cc1c(C)n(Cc2ccc(F)cc2)c2ccc(C(=O)Nc3ccc(Cl)cc3)cc12 | 0.3 | u | x | -22% | 0.3 | 5%[57.1 µM] | -2 | 30%[57.1 µM] | 8%
Cc1ccc(-c2cc(C(F)F)n3ncc(C(=O)N4CCN(c5ccccn5)CC4)c3n2)cc1 | -1.2 | 4% | 17 | u | 0.3 | -1% | 8 | 4% | 9%
CCOC(=O)N1CCN(Cc2nc(Cc3cccc(C(F)(F)F)c3)no2)CC1 | 1.2 | 2% | 18 | -5% | -1.7 | 6% | -1 | 35% | 3%
Cc1ccc(-c2ccc(/C=N\n3cnnc3)o2)c(Br)c1 | 1.4 | -2% | -14 | -15% | -1.1 | 4% | -2 | 15% | 0%
CCn1nc(C(=O)Nc2nc(-c3ccccn3)cs2)c2ccccc2c1=O | -0.3 | 2% | 3 | -3% | 0.0 | 1% | -7 | 2% | -5%
CCOc1ccc(S(=O)(=O)Nc2ccc3c(c2)c(C(C)=O)c(C)n3S(=O)(=O)c2ccc(OCC)cc2)cc1 | x | 26% | x | -25% | 0.4 | 3% | -1 | 9% | -25%
CC(C)N1CCc2c(sc(NC(=S)NC(=O)c3ccccc3)c2C#N)C1 | 3.4 | u | 1 | -5% | 8.7 | -4% | 10 | u | 9%
Cn1c(N)c(C(=O)COC(=O)CCC2CCCCC2)c(=O)n(C)c1=O | -0.4 | 3% | 3 | 0% | 0.4 | -5%[57.1 µM] | 46* | -15%[57.1 µM] | -3%

Record cards, from the list above. Values in the order: D2 agonist | Pin1 inh | D2 antag | USP1 inh | TRHR ag | TrxR1 substrate | TRHR enhancer | rTrxR1 inhibitor | IDH1 R132H inh
C/C(=N\NC(=S)NCc1ccccc1)c1ccc(Cl)s1 reads 0.3 | 2% | 10 | -18% | 0.8 | -17%[57.1 µM] | 9 | 21%[57.1 µM] | 8%
Cc1ccc(-c2ccc(/C=N\n3cnnc3)o2)c(Br)c1 reads 1.4 | -2% | -14 | -15% | -1.1 | 4% | -2 | 15% | 0%
O=C(CCN1CCN(CCO)CC1)Nc1ccc(F)c(F)c1 reads 1.1 | 6% | -7 | -11% | 0.1 | -2% | 2 | -12% | 8%
Nc1ccn([C@@H]2O[C@H](CO)[C@@H](O)C2O)c(=O)n1 (stereo not given in full) reads -1.0 | 5% | 11 | u | 0.4 | 13%[57.1 µM] | -1 | 24%[57.1 µM] | 9%

High-throughput results: PubChem, National Center for Advancing Translational Sciences (NCATS)

The list is partial; rates above refer to the full screens.
